# HUVEC inhibit: inhibitors of HUVEC proliferation, primary screen, cell-based, 384-well | 86,000 tested, 1.1% active | CellTiter-Glo luminescence, 72 h; active compounds read low | AID 648, 2007 | viability, % at 10 µM (by protocol);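 active = viability at or below 30%; inactive = viability above 30%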;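 note: 100% = median luminescence of DMSO-only cell control wells on each plate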
# ERa SRC1 inh: ERα–SRC-1 coactivator interaction inhibitors, primary screen, biochemical, TR-FRET, ERα LBD, estradiol-bound; inhibition, % at 25.6 µM; Estrogen receptor (Homo sapiens), P03372; TR-FRET ER-alpha LBD / SRC-1 peptide; 86,000 tested, 1.7% active; in the data active = inhibition above about 50%;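 note: 0% = receptor plus peptide control and 100% = peptide only without receptor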
# Target sequence (P03372 whole entry, looked up, the tested form may be a part): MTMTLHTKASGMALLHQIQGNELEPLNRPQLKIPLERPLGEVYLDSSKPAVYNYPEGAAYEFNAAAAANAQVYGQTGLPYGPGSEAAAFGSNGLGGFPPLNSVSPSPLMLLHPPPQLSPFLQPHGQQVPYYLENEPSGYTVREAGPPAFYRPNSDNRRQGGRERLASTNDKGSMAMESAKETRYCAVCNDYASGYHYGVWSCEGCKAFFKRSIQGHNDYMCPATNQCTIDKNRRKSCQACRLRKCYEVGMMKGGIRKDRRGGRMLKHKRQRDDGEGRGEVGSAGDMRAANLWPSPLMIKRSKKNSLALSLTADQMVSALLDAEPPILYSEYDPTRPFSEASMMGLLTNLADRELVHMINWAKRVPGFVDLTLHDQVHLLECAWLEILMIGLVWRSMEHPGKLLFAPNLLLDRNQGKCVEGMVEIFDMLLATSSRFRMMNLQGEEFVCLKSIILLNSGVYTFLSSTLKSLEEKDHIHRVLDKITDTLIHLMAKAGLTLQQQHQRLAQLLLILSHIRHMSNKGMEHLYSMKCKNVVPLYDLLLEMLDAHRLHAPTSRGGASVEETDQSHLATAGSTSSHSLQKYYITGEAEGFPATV
# CYP2C19 act: human CYP2C19 activators, primary screen, biochemical, luminescence. activation factor at 5 µM. recombinant CYP2C19, luciferin-H EGE luminescence; active compounds read high; 0 = fully inhibited enzyme, 1 = untreated enzyme. Cytochrome P450 2C19 (Homo sapiens), P33261. AID 1025, 2008. 96,000 tested, under 10 active;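 active = activation factor of at least 2 at 5 µM in the primary screen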;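 note: 0 = wells with 2.5 mM tranylcypromine and 1 = vehicle-only wells; values of inactives mirror those of a sister screen read the other way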
# Target sequence (P33261 whole entry, looked up): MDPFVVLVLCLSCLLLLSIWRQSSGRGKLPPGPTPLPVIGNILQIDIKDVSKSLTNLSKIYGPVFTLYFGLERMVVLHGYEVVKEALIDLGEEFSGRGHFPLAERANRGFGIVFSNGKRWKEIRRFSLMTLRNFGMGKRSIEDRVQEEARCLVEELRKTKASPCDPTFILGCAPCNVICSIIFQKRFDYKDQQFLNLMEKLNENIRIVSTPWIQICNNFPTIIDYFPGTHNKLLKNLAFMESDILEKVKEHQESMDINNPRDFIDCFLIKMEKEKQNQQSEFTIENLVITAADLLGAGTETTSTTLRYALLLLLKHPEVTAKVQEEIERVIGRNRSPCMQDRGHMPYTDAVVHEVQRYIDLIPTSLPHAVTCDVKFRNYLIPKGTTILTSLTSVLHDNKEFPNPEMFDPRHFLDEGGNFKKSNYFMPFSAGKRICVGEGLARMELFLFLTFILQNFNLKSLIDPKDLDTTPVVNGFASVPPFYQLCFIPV
# CD11b adhes inh: inhibitors of CD11b/CD18 adhesion to fibrinogen, primary screen, K562 cells, luminescence; Integrin beta-2 (Homo sapiens) + Integrin alpha-M (Homo sapiens), P05107+P11215; ATPlite luminescence; Mn2+ added to activate the integrin; inhibition, % at 10 µM; 93,000 tested, 0.54% active; AID 1497, 2009;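 active = primary inhibition of 50% or more at 10 µM, then 40% or more on retest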; note: some results filed as inactive read as strong as hits
# H69AR inhibit: proliferation blockers of H69AR lung cancer cells, primary screen, cell-based, human, 86K library. H69AR lung tumor viability, ATP luminescence, 72 h; active compounds read low. viability, % at 10 µM. 85,000 tested, 6% active;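 active = viability at or below 40%; inactive = viability above 40%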;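 note: multidrug resistant small cell line overexpressing MRP-1 efflux transporter; 100% = mean luminescence of untreated control wells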
# ERa coact pot: enhancers of ERα–SRC-1 coactivator binding, primary screen, biochemical, TR-FRET, ERα LBD, low estradiol. Estrogen receptor (Homo sapiens), P03372. TR-FRET ERalpha-LBD/SRC-Cy5 coactivator binding, 2 h; 100 = basal binding, no effect. AID 639, 2007. coactivator binding (% of control), % at 25.6 µM. 86,000 tested, 1.3% active; in the data active = activity above about 200%;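 note: binding measured in presence of low estradiol as agonist stimulus; 0% = peptide alone without receptor and 100% = receptor with peptide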
# Mac1 fbg enh: enhancers of CD11b/CD18 adhesion to fibrinogen, primary screen, K562 cells, luminescence; 93,000 tested, 0.07% active; ATPlite luminescence; Integrin beta-2 (Homo sapiens) + Integrin alpha-M (Homo sapiens), P05107+P11215; activation, % at 10 µM;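 active = 10 µM primary screen giving 50% or more activity, confirmed by 40% or more on retest at that dose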; note: strong numbers were not always called active
# CYP2C19 inhib: blockers of cytochrome P450 2C19 activity – biochemical, luminescence, ADME assay, primary screen. AID 778, 2007. P33261. inhibition, % at 5 µM. CYP2C19 Supersomes, luciferin-H EGE luminescence, 30 min. 96,000 tested, 21% active;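 active = CYP2C19 inhibition above a set limit at 5 µM in the primary screen, cut at about 50% in these data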;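 note: plate controls were negative control wells for no effect and 2.5 mM tranylcypromine positive control for full effect; values of inactives mirror those of a sister screen read the other way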
# Lung fibro prol: antiproliferative effect on LL 47 fibroblasts – human, LL 47 cells, CellTiter-Glo luminescence, primary screen; LL 47 human lung fibroblast viability, ATP luminescence; active compounds read low; viability, % at 10 µM; 85,000 tested, 1.1% active;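 active = viability at or below 50% in the single dose screen; inactive = viability above 50%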;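 note: compound exposure lasted 72 h before the ATP readout; 100% = median luminescence of untreated cell-only wells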
#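 Test system: LL 47 human lung fibroblasts; Quantity: 1,150 cells/well; Buffer or medium: IMEM plus 15% FBS; Dosing: tenfold compound dosing solution, DMSO at 0.1%; Timing: overnight cell rest, 72 h compound treatment at 37 °C; Detection: ATP-based CellTiter-Glo luminescent readout; Read-out basis: viability percentage against median untreated-cell control; Controls: cell-only wells, no compound.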
# An asterisk follows results filed as active; · = no result given; [ ] = dose if it differs, or a comment. Outcome played no part in choosing rows; 26% or so of the library scored in one or more.
item	SMILES	H69AR inhibit	Mac1 fbg enh	CD11b adhes inh	CYP2C19 inhib	ERa SRC1 inh	CYP2C19 act	HUVEC inhibit	Lung fibro prol	ERa coact pot
1	CC(=O)Nc1ccc(S(=O)(=O)Nc2ccc(S(=O)(=O)N3CCCCCC3)cc2)cc1	85.8	2.1	3.4	13.7	21.7	0.9	97.0	101.2	80.7
2	CC(C)(CN1CCCCC1)NS(=O)(=O)c1ccc(Cl)cc1	89.5	-4.3	-0.3	54.6*	-4.2	0.5	91.7	91.3	109.4[fluorescence artefact?]
3	CCC(C)NC(=O)CSc1ccc(Cl)cc1 (stereo not drawn)	98.1	·	·	·	-3.7	·	97.6	99.2	113.9
4	Nc1ccc(C(=O)OCc2nc3c(ccc4ccccc43)[nH]2)cc1	97.8	·	·	·	-15.2	·	74.6	97.7	94.0
5	Cc1ccc2cc(C#N)c(NCCNC(=O)C3CCC3)nc2c1C	89.4	-3.1	-3.8	22.1	-5.0	0.8	97.9	98.1	90.5
6	Cc1c(C#N)c2ccccc2n1CC(=O)N1CCc2ccccc2C1	80.1	-1.3	-4.8	0.3	24.9	1	99.7	95.7	95.0[fluorescence artefact?]
7	Cc1ccc(NC(=O)OCC(F)(F)C(F)F)cc1NC(=O)OCC(F)(F)C(F)F	89.3	-1.3	4.8	21.4	1.3	0.8	92.7	106.5	118.7
8	O=C(O)c1cc(-c2ccccc2)n(-c2ccccc2)n1	87.0	·	·	-9.3	-4.2	1.1	94.9	92.2	125.1
9	Clc1ccccc1N1CCN(c2ncnc3nc[nH]c23)CC1	92.9	-3.6	-5.8	21.2	6.3	0.8	99.2	105.3	98.7[fluorescence artefact?]
10	CC(CCc1ccccc1)NC(=O)c1ccc(Cl)nc1 (stereo not drawn)	91.0	0.4	-5.1	26.0	1.6	0.7	94.1	102.2	102.9
11	O=C1C2C3C=CC(C3)C2C(=O)N1CNc1ccccn1 (stereo not drawn)	100.1	-2.8	-2.2	-16.1	7.4[fluorescence artefact?]	1.2	100.8	102.7	134.7
12	CCn1c(-c2ccccc2)c[nH]c1=S	90.3	-3.3	0.3	58.4*	-3.1	0.4	100.8	107.1	94.9
13	CC1(C)CC(=O)C=C(NCC2CCCO2)C1 (stereo not drawn)	90.9	-4.1	-9.7	-0.7	-7.8	1	109.6	96.0	106.1
14	COc1cccc(/C=N/n2cnc3ccccc32)c1OC	29.7*	-5.8	14.2	83.1*	-3.2	0.2	95.5	121.5	98.5
15	Cc1ccc(NC(=O)C2C3CC4OC(=O)C2C4C3)cc1Cl (stereo not drawn)	95.4	0.7	-11.5	-3.9	-1.0	1	88.0	98.5	113.9
16	Cc1ccccc1Cn1c(C(=O)OC(C)C)cc2c1ccn2C	86.7	·	·	53.0*	-5.8	0.5	105.7	94.8	98.9
17	O=C(O)CCn1c(C(=O)O)cc2sccc21	102.9	0.7	-6.5	3.4	11.5	1	102.6	105.4	78.7
18	CCOC(=O)Cn1c(=NC(=O)CSC(C)=O)sc2ccccc21	98.3	-5.0	-0.9	39.9	1.6	0.6	83.9	98.8	106.4
19	O=C(O)CC12CSc3[nH]c(=O)sc3C1c1ccccc1OC2=O (stereo not drawn)	95.7	6.5	-14.2	15.7	-1.1	0.8	96.1	96.5	100.9
20	Cc1ccc2[nH]c3c(c2c1)CN(C(=O)CN1CCN(c2ccccc2)CC1)CC3	70.6	0.4	-3.3	29.5	-15.1	0.7	86.9	109.5	109.0
21	O=C(CN(C(=O)CNS(=O)(=O)c1ccccc1)c1ccc2c(c1)OCCO2)NC1CCCCC1	·	-3.4	7.1	41.0	-3.1	0.6	105.0	94.8	126.8
22	CCCc1nnc(SCC(=O)N2C(C)CCCC2C)n1CC1CCCO1 (stereo not drawn)	93.6	2.4	-6.1	17.5	-2.9	0.8	96.8	93.5	143.0[fluorescence artefact?]
23	Nn1c(N2CCCCC2)nc2ccccc21	93.4	-2.9	0.9	16.0	-0.8	0.8	94.5	100.2	125.6[fluorescence artefact?]
24	COc1cccc(C(=O)c2sc(NC(C)C)nc2N)c1	45.9	·	·	·	-3.4	·	51.8	42.6*	110.5
25	CCn1c(=O)c2c(n3cnnc13)-c1ccccc1CC21CCCCC1	77.4	-1.4	1.0	16.4	-6.8	0.8	106.2	95.1	102.1
26	Cc1nc2c(ccc3c2ccc2nc(C)sc23)s1	105.6	-1.8	11.0	-13.0	6.5[fluorescence artefact?]	1.1	114.7	107.6	134.8
27	CCn1c(SCC(=O)c2ccc(Cl)cc2)nnc1C(C)C	91.8	-3.0	-0.1	77.1*	14.5[fluorescence artefact?]	0.2	102.8	99.7	91.2
28	CCOc1ccccc1C(=O)Nc1ccc2nc(N3CCN(c4ncccn4)CC3)cc(C)c2c1	0.5*	·	·	·	73.3*	·	6.2*	54.7	303.4*[fluorescence artefact?]
29	O=C(Nc1cc(C(F)(F)F)ccc1N1CCOCC1)c1ccc2ccccc2n1	50.4	3.3	-3.5	31.3	-5.3	0.7	104.8	91.7	111.3
30	CCOCCCNCC(=O)NC1(C)C2CCC(C2)C1(C)C (stereo not drawn)	82.3	-1.7	-35.8	1.6	0.3[fluorescence artefact?]	1	90.1	97.1	112.1
31	Cc1cc(C)cc(-n2c(C)cc(/C=N/NC(=O)c3cccc([N+](=O)[O-])c3C)c2C)c1	·	-4.6	10.5	22.2	·	0.8	·	·	·
32	O=C(CSCc1ccc(Br)cc1)Nc1ccc(S(=O)(=O)N2CCOCC2)cc1	·	1.4	11.4	15.0	·	0.8	·	·	·
33	Cc1ccc(/C=C/C(=O)Nc2ccc([N+](=O)[O-])cc2)o1	·	-4.0	6.9	-0.3	·	1	·	·	·
34	Cc1nc2ccc3nc(NC(=O)C4COc5ccccc5O4)sc3c2s1 (stereo not drawn)	45.1	9.0	60.2	-4.8	5.2[fluorescence artefact?]	1	79.7	95.7	279.1*
35	O=C(NCCCN1CCOCC1)c1cc2c(s1)CCC2	·	-3.4	-1.6	52.8*	·	0.5	·	·	·
36	O=C(CCn1c(=O)sc2ccccc21)NCc1cccs1	85.5	·	·	·	4.3	·	96.1	100.5	110.7
37	CCc1c(C)nc(SC)n(CC#N)c1=O	·	-0.5	0.7	-14.1	0.5	1.1	95.6	103.7	109.6
38	O=C(Cc1coc2cc3c(cc12)CCC3)OCc1cc(=O)n2c(n1)sc1ccccc12	85.2	59.9	-7.3	3.3	75.9*	1	91.3	96.3	135.5[fluorescence artefact?]
39	COc1ccc(-c2cc(-n3c(C(F)(F)F)nc4ccccc43)n(CCC#N)n2)cc1	80.0	-0.8	6.5	62.8*	-15.7	0.4	78.4	89.4	102.4
40	O=S(=O)(c1ccccc1)c1cnc(-c2cccnc2)nc1-c1ccc(Cl)cc1Cl	·	3.9	12.0	37.3	·	0.6	·	·	·

# Some of the entries so far, field by field.
26) Cc1nc2c(ccc3c2ccc2nc(C)sc23)s1
  H69AR inhibit = 105.6
  Mac1 fbg enh = -1.8
  CD11b adhes inh = 11.0
  CYP2C19 inhib = -13.0
  ERa SRC1 inh = 6.5[fluorescence artefact?]
  CYP2C19 act = 1.1
  HUVEC inhibit = 114.7
  Lung fibro prol = 107.6
  ERa coact pot = 134.8
27) CCn1c(SCC(=O)c2ccc(Cl)cc2)nnc1C(C)C
  H69AR inhibit = 91.8
  Mac1 fbg enh = -3.0
  CD11b adhes inh = -0.1
  CYP2C19 inhib = 77.1*
  ERa SRC1 inh = 14.5[fluorescence artefact?]
  CYP2C19 act = 0.2
  HUVEC inhibit = 102.8
  Lung fibro prol = 99.7
  ERa coact pot = 91.2
28) CCOc1ccccc1C(=O)Nc1ccc2nc(N3CCN(c4ncccn4)CC3)cc(C)c2c1
  H69AR inhibit = 0.5*
  Mac1 fbg enh = ·
  CD11b adhes inh = ·
  CYP2C19 inhib = ·
  ERa SRC1 inh = 73.3*
  CYP2C19 act = ·
  HUVEC inhibit = 6.2*
  Lung fibro prol = 54.7
  ERa coact pot = 303.4*[fluorescence artefact?]
29) O=C(Nc1cc(C(F)(F)F)ccc1N1CCOCC1)c1ccc2ccccc2n1
  H69AR inhibit = 50.4
  Mac1 fbg enh = 3.3
  CD11b adhes inh = -3.5
  CYP2C19 inhib = 31.3
  ERa SRC1 inh = -5.3
  CYP2C19 act = 0.7
  HUVEC inhibit = 104.8
  Lung fibro prol = 91.7
  ERa coact pot = 111.3

# Later entries.
item	SMILES	H69AR inhibit	Mac1 fbg enh	CD11b adhes inh	CYP2C19 inhib	ERa SRC1 inh	CYP2C19 act	HUVEC inhibit	Lung fibro prol	ERa coact pot
41	CCCc1cc(=O)[nH]c(SCc2ccc(C#N)cc2)n1	89.6	4.0	-5.7	65.1*	-10.6	0.3	100.8	97.8	100.4
42	COCCn1c(SCC(=O)N2CCCc3ccccc32)nnc1-c1ccco1	73.5	3.3	-32.3	48.1	7.9	0.5	107.9	100.9	93.5[fluorescence artefact?]
43	Cn1c(NC(=O)Cc2ccc(F)cc2)cc(=O)n(C)c1=O	90.3	-1.6	14.7	-13.3	6.8[fluorescence artefact?]	1.1	109.1	90.5	94.7
44	CCCN1CC23C=CC(O2)C(C(=O)O)C3C1=O (stereo not drawn)	92.9	5.5	-9.5	-7.9	3.5	1.1	102.5	96.7	128.2
45	CCCCn1c(CN2CCN(c3ccccc3)CC2)nc2c1c(=O)n(C)c(=O)n2C	72.0	-2.5	65.1*	6.9	1.1	0.9	83.6	98.6	107.0[fluorescence artefact?]
46	Cc1ccc(N(C(=O)C2CCCO2)C2C=CS(=O)(=O)C2)cc1Cl (stereo not drawn)	92.2	0.9	8.7	-13.3	-1.3	1.1	91.7	98.9	96.6
47	CCn1c(SCC(=O)Nc2ccc3c(c2)c2ccccc2n3CC)nnc1-c1cnccn1	18.1*	86.1	8.9	53.1*	73.5*	0.5	97.2	95.2	105.2
48	CCOC(=O)c1c(NC(=O)Nc2cccc(Cl)c2)sc(C)c1C	93.5	6.9	-12.2	-20.6	-4.3	1.2	99.1	96.2	154.4

# Quoted from above, nos. 41 to 42
item	SMILES	H69AR inhibit	Mac1 fbg enh	CD11b adhes inh	CYP2C19 inhib	ERa SRC1 inh	CYP2C19 act	HUVEC inhibit	Lung fibro prol	ERa coact pot
41	CCCc1cc(=O)[nH]c(SCc2ccc(C#N)cc2)n1	89.6	4.0	-5.7	65.1*	-10.6	0.3	100.8	97.8	100.4
42	COCCn1c(SCC(=O)N2CCCc3ccccc32)nnc1-c1ccco1	73.5	3.3	-32.3	48.1	7.9	0.5	107.9	100.9	93.5[fluorescence artefact?]

# Bioassay records as filed in PubChem.
